# Screening results deposited in PubChem by Broad Institute.
# ERp5 inh = inhibitors of ERp5-driven insulin aggregation, primary screen, biochemical, turbidity, absorbance 650 nm, single point | Protein disulfide-isomerase A6 (Homo sapiens), Q15084 | 90 min | inhibition, % at 9.99 µM | actives 0.05% (n = 350,000) | AID 651711, 2012;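 active means mean replicate inhibition above about 25%, with every replicate also reaching it, limit read from the data, passing the limit was not always enough; inconclusive means only one of those two criteria met; inactive means neither criterion met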
# Target sequence (Q15084 whole entry, looked up): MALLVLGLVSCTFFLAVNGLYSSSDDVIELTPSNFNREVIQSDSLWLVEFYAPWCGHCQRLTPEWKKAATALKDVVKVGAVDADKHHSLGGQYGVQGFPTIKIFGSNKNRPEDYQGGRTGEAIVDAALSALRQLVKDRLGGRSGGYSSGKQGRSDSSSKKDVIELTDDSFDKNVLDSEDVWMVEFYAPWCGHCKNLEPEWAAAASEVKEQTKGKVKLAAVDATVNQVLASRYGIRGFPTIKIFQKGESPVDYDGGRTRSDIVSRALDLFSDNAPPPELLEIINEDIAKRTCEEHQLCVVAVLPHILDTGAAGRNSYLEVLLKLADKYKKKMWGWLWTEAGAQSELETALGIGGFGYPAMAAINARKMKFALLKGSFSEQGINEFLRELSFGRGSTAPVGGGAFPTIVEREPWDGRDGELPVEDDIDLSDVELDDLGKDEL
# miR122 inh = miR-122 Renilla sensor signal increase in Huh7, primary screen, miR-122 inhibitor project, cell-based, single point, plate reader; Huh7 miR-122 Renilla luciferase sensor, 48 h; neutral wells = 0, positive control = 100; activation (reporter increase), % at 12.5 µM; actives 0.3% (n = 340,000); AID 602342, 2012;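 active means mean replicate activation score at least 90 and every replicate individually at or above 90; inconclusive means only one of the two criteria met; inactive means neither criterion met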;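 further: higher luciferase means less miR-122 activity so hits act as miR-122 inhibitors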
# esBAF inh = Bmi1 luciferase reporter increase in mESCs, primary screen, esBAF inhibitor project, mouse ES cells, Bmi1 luciferase knock-in, single point | 24 h; 100% = twice the neutral-well signal | reporter increase, % at 12.5 µM | actives 2% (n = 350,000); in the data active means activation above about 40%; inconclusive means no clear call, values can overlap the other calls;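 further: 0% = median of the plate's neutral control wells and 100% = double that signal; a rise in the Bmi1 reporter signal indicates esBAF inhibition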
# Cneo AK release = Cryptococcus neoformans cell lysis inducers, primary screen, AK release luminescence, single concentration | lysis activity, % at 15 µM | C. neoformans lysis, adenylate kinase release luminescence, 4 h; normalised: neutral wells 0, clomiphene wells 100 | actives 0.2% (n = 360,000);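 active means mean lysis activity across replicates of at least 80%, whatever share of replicates individually reach that level; inactive means mean lysis activity below 80%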
#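 Material: C. neoformans cells; Schedule: 4 h static compound exposure, 37 °C, read 1 h post-reagent; Measured by: adenylate kinase release luminescence; Read-out: signal increase indicating cell lysis; Controls: Clomiphene as positive lysis control.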
# SIRT5 inh = SIRT5 desuccinylase inhibitors, primary screen, biochemical, fluorescence imaging, single point, set 5 | actives 1.1% (n = 330,000) | inhibition, % at 15 µM | NAD-dependent protein deacylase sirtuin-5, mitochondrial (Homo sapiens), Q9NXA8 | Purified SirT5, succinyl-peptide AMC, trypsin-coupled fluorescence; in the data active means inhibition above about 15%; inconclusive means no clear call, values can overlap the other calls
# Target sequence (Q9NXA8 whole entry, looked up): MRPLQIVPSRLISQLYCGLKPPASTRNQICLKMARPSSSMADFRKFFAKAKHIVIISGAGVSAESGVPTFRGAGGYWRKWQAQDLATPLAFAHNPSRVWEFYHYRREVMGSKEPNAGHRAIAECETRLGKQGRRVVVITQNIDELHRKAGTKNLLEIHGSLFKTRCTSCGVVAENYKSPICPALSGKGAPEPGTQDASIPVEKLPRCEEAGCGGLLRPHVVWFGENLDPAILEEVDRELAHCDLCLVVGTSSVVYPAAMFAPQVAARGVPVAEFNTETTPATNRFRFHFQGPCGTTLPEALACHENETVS
# ARNT-TACC3 inh = disruptors of ARNT/TACC3 protein interaction, primary screen, biochemical, AlphaScreen, single concentration; Transforming acidic coiled-coil-containing protein 3 (Homo sapiens), Q9Y6A5; AlphaScreen His-ARNT PAS-B/GST-TACC3 binding, luminescence; TACC3 fragment carries E629A point mutation; inhibition, % at 9.99 µM; actives 0.66% (n = 390,000); AID 623870, 2012;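 active means mean inhibition of replicates at least 50% and at least half of replicates each reaching 50%; inconclusive means half or more replicates reach 50% but mean below 50%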;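 further: 0% = complete ARNT plus TACC3 wells and 100% = ARNT alone without TACC3; many hits fall short of the cut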
# Statin myotox sup = suppressors of statin myotoxicity in C2C12 myotubes, primary screen, cell-based, single point, plate reader; actives 0.78% (n = 330,000); rescue of ATP level, % at 7.49 µM; C2C12 myotubes + simvastatin, ATP luminescence, 48 h; scaled: DMSO 0, geranylgeraniol control 100; AID 602340, 2012;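 active means mean ATP rescue above about 67%, or every replicate alone reaching that limit, limit read from the data, passing the limit was not always enough; inconclusive means no clear call, values can overlap the other calls; inactive means mean under the limit and some replicate under it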;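 further: myotubes were challenged with 10 µM simvastatin during compound exposure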
# The depositor's hits bear a star; ? = inconclusive; . = not tested or not shown; [ ] = dose if it differs, or a comment.
# The opening 7 compounds (preview)
cpd | SMILES | Cneo AK release | ERp5 inh | Statin myotox sup | esBAF inh | ARNT-TACC3 inh | miR122 inh | SIRT5 inh
1 | CCCNC(=O)N[C@@H]1CC[C@@H](CC(=O)NCCc2ccccc2)O[C@@H]1CO | -1 | 0 | 7 | -3 | 9 | -2[16.7 µM] | -3
2 | CNc1nccc(-c2ccc(Cl)cc2)c1C#N | . | 4 | . | . | 0 | . | -3
3 | C[C@@H]1CCCCO[C@@H](CN(C)Cc2ccccc2)[C@@H](C)CN([C@H](C)CO)C(=O)c2cc(NC(=O)Nc3ccccc3)ccc2O1 | -2 | 6 | . | -3 | 2 | 1[16.7 µM] | -2
4 | O=C1NCCN1CCNc1nc(NCC2CC2)nc2cc(-c3ccccc3)sc12 | 1 | 2 | -1 | -2 | . | -1 | .
5 | CCN(CC)c1ccc(N)cc1S(=O)(=O)Nc1ccccc1OC | -7 | 1 | . | . | -5 | 27 | 0
6 | CCN(CC)CCNC(=O)c1sc2ncn(CC(=O)Nc3ccc(C)c(Cl)c3)c(=O)c2c1C | . | 1 | . | . | 4 | . | -4
7 | Cc1ccc2c(c1)C(=O)C(=O)N2c1ccc(Cl)cc1 | 3 | -3 | 2 | -2 | 9 | 1 | .

# Results, from the start:
cpd | SMILES | Cneo AK release | ERp5 inh | Statin myotox sup | esBAF inh | ARNT-TACC3 inh | miR122 inh | SIRT5 inh
1 | CCCNC(=O)N[C@@H]1CC[C@@H](CC(=O)NCCc2ccccc2)O[C@@H]1CO | -1 | 0 | 7 | -3 | 9 | -2[16.7 µM] | -3
2 | CNc1nccc(-c2ccc(Cl)cc2)c1C#N | . | 4 | . | . | 0 | . | -3
3 | C[C@@H]1CCCCO[C@@H](CN(C)Cc2ccccc2)[C@@H](C)CN([C@H](C)CO)C(=O)c2cc(NC(=O)Nc3ccccc3)ccc2O1 | -2 | 6 | . | -3 | 2 | 1[16.7 µM] | -2
4 | O=C1NCCN1CCNc1nc(NCC2CC2)nc2cc(-c3ccccc3)sc12 | 1 | 2 | -1 | -2 | . | -1 | .
5 | CCN(CC)c1ccc(N)cc1S(=O)(=O)Nc1ccccc1OC | -7 | 1 | . | . | -5 | 27 | 0
6 | CCN(CC)CCNC(=O)c1sc2ncn(CC(=O)Nc3ccc(C)c(Cl)c3)c(=O)c2c1C | . | 1 | . | . | 4 | . | -4
7 | Cc1ccc2c(c1)C(=O)C(=O)N2c1ccc(Cl)cc1 | 3 | -3 | 2 | -2 | 9 | 1 | .
8 | COc1cc2c(cc1OC)CN(CC(=O)Nc1ccccc1SC)CC2 | . | -3 | . | . | 2 | . | 0
9 | CC(=O)Nc1c(C)nn(-c2ccc([N+](=O)[O-])cc2)c1C | 2 | -4 | -6 | -9 | 6 | 2 | 2
10 | O=C(C[C@@H]1CC[C@@H]2[C@H](COC[C@H](O)CN2S(=O)(=O)c2ccc(Cl)cc2)O1)NCC1CCCCC1 | -2 | 3 | 1 | 1 | 26 | -2[16.7 µM] | 6
11 | CCOC(=O)C1=C(COC(=O)c2ccc(Cl)cc2[N+](=O)[O-])NC(=O)NC1C (stereo not drawn) | . | 4 | . | . | 1 | -3 | -3
12 | COc1ccc(N2CCN(C(=O)c3ccc4ccccc4n3)CC2)cc1 | . | 2 | . | . | 0 | . | -1
13 | O=C(NCc1cccnc1)c1cccc(S(=O)(=O)N2CCCCC2)c1 | 0 | . | 22 | 19 | 1 | 0 | .
14 | CCCNC(=O)Nc1ccc2c(c1)C(=O)N(C)[C@@H]1CC[C@@H](CC(=O)NCc3ccccc3)O[C@@H]1CO2 | -4 | 2 | -19 | -4 | . | 2[16.7 µM] | -4
15 | Cc1ccc(S(=O)(=O)Oc2ccc(/C=C3\N=C(c4cccc(C)c4)OC3=O)cc2)cc1 | 12 | . | -3 | 16 | -9 | -2 | .
16 | COc1cccc(C=NCCNC(=O)c2nonc2N)c1O | 0 | . | . | . | 7 | -20 | .
17 | CCN1C(=O)C(CC(=O)Nc2c(C)cccc2C)SC1=Nc1ccc(S(N)(=O)=O)cc1 (stereo not drawn) | 1 | . | -18 | 0 | -4 | -4 | .
18 | COCC(=O)N(C)C[C@@H]1Oc2ncc(C3=CCCC3)cc2C(=O)N([C@H](C)CO)C[C@H]1C | -4 | 5 | -13 | 0 | 4 | . | -3
19 | COCC(=O)Nc1ccc2c(c1)OC[C@@H](C)NC[C@H](C)[C@H](OC)CN(C)C2=O | -11 | 1 | 12 | -5 | -5 | 1[16.7 µM] | -1
20 | C[C@H](CO)N1C[C@H](C)[C@@H](CN(C)C(=O)Nc2ccc(F)cc2)OCCCC[C@H](C)Oc2ccc(NS(C)(=O)=O)cc2C1=O | 1 | 0 | . | 5 | -5 | -2[16.7 µM] | -2

# Going on with the list.
cpd | SMILES | Cneo AK release | ERp5 inh | Statin myotox sup | esBAF inh | ARNT-TACC3 inh | miR122 inh | SIRT5 inh
21 | CCCCCC(=O)Nc1ccc(C(=O)CN2C(=O)NC3(CCCCCC3)C2=O)cc1 | 3 | 4 | -25 | -1 | -1 | 9 | -2
22 | Cn1c(Cc2ccccc2)nnc1SCC(=O)c1ccc(Br)s1 | -4 | . | 4 | -2 | -1 | 5 | .
23 | CC(C)(C)CC(=O)NCCCN1CCOCC1 | -4 | 1 | 2 | -10 | -2 | 2 | -6
24 | CCOC(=O)C1=C(C)N=c2s/c(=C/c3ccc(OCC(=O)O)cc3)c(=O)n2C1c1ccc(F)cc1 (stereo not drawn) | 0 | 1 | 4 | 2 | 10 | . | 7
25 | Cc1cc(C)c(S(=O)(=O)c2cccc(Cl)c2)c(=O)[nH]1 | 5 | 6 | 15 | 1 | -2 | 3 | -1
26 | CSc1ccc(-c2nc(O)c3cnccn23)cc1 | 0 | 0 | 4 | -7 | . | -11 | 2
27 | C[C@@H]1CN([C@H](C)CO)C(=O)c2cc(NC(=O)Nc3cccc4ccccc34)ccc2O[C@H]1CN(C)S(=O)(=O)c1ccc(Cl)cc1 | 0 | -2 | 42 | 8 | -3 | -19[16.7 µM] | -1
28 | COc1ccc(OC)c(N)c1 | -3 | . | . | . | 4 | -4 | .
29 | Cc1c(C(=O)OCC(=O)Nc2cccc(S(N)(=O)=O)c2)oc2c1ccc1ccccc12 | . | 2 | . | . | -3 | . | 10
30 | CCCN(CCC)CCN1C(=O)C2C(C(=O)Nc3ccc(C)cc3)C3C=CC2(O3)C1C(=O)NC1CCCCC1 (stereo not drawn) | 11 | 1 | 3 | -4 | -3 | -5 | -2
31 | COc1cc(C(=O)NCc2cn3ccsc3n2)cc(OC)c1OC | -2 | . | 5 | 6 | 0 | 2 | .
32 | CC(OC(=O)/C=C/c1ccccc1)C(=O)NC1CCCCC1C (stereo not drawn) | -1 | -6 | 2 | -5 | . | . | 0
33 | COc1ccc(NS(=O)(=O)c2ccc(OCC(=O)N3CCOCC3)cc2)cc1Cl | 0 | 2 | . | . | -6 | 12 | 2
34 | COc1ccc(NC(=O)CN2CCN(C(C)=O)CC2)cc1S(=O)(=O)N1CCOCC1 | 4 | 0 | -11 | -1 | -3 | 5 | -4
35 | CC(C)NC(=O)N(C)C[C@H]1OCc2ccccc2-c2c(n(C)c3ccccc23)C(=O)N([C@H](C)CO)C[C@@H]1C | -1 | 0 | . | -4 | 1 | . | -1
36 | CCOC(=O)Nc1sc(C)nc1-c1ccccc1 | 1 | -3 | 5 | 2 | 1 | . | -3
37 | O=C(Nc1ccccc1)OCCN1CCN(Cc2ccccc2)CCC1=O | 1 | -5 | -11 | -15 | -5 | -1 | -2
38 | Cc1ccc(NC2=CC(=O)CC(C)(C)C2)cc1C | 0 | . | 1 | -3 | -3 | -2 | .
39 | COCC(=O)Nc1ccc2c(c1)C(=O)N(C)C[C@@H](OC)[C@@H](C)CN(Cc1cccnc1)[C@@H](C)CO2 | -22 | 1 | -27 | 0 | -15 | . | -2
40 | Cc1nc2ccc(NC(=O)[C@H](C)N3C(=O)C4CC=CCC4C3=O)cc2s1 (stereo partly drawn) | 1 | 11 | 2 | 6 | 0 | -7 | 6

# Remaining list, next part
cpd | SMILES | Cneo AK release | ERp5 inh | Statin myotox sup | esBAF inh | ARNT-TACC3 inh | miR122 inh | SIRT5 inh
41 | COc1ccc(CCNc2oc(-c3cccc4ccccc34)nc2P(=O)(OC)OC)cc1OC | 3 | -1 | -3 | 8 | -17 | -5 | .
42 | CN(C)CCN(CC1CCCN(Cc2ccccc2F)C1)C(=O)c1ccc(Cl)cc1 (stereo not drawn) | 0 | 5 | 0 | -1 | -3 | . | -5
43 | Cc1ccc(S(=O)(=O)Nc2cccc(-n3cnnn3)c2)cc1C(=O)O | 17 | 0 | 6 | -10 | -4 | . | 0
44 | O=C(COc1ccccc1Cl)N(Cc1cccs1)C1CCS(=O)(=O)C1 (stereo not drawn) | -1 | -6 | . | . | 0 | -1 | 1
45 | CCOC(=O)c1ccn(CSc2c(F)c(F)cc(F)c2F)n1 | 5 | 2 | 0 | 7 | -5 | 3 | 1
46 | CC(C)CCN1CCC(Cc2ccccc2)(NC(=O)c2ccccc2)C1=O (stereo not drawn) | 1 | -2 | 5 | 0 | 1 | 19 | .
47 | COc1cc(/C=N/NC(=O)c2cccc([N+](=O)[O-])c2)ccc1OCc1ccc(C)cc1 | 0 | . | -47 | 56* | -2 | -10 | .
48 | COc1cccc(N=Nc2c(C)[nH]n(-c3ccccc3)c2=O)c1 | 1 | 0 | -2 | 35 | 6 | . | 6
49 | CCN(CC)C(=O)c1[nH]cnc1C(=O)N[C@@H](C)C(=O)OCc1ccccc1 | 10 | 4 | -3 | 0 | -3 | . | .
50 | COc1ccc(S(=O)(=O)Nc2ccc3c(c2)C(=O)N([C@H](C)CO)C[C@H](C)[C@@H](CN(C)C(=O)Nc2ccc4c(c2)OCO4)OCCCC[C@H](C)O3)cc1 | -1 | -1 | . | 4 | -2 | 3[16.7 µM] | 13
51 | CCC(C)(C)n1nnnc1C(c1ccccn1)N1CCOCC1 (stereo not drawn) | 0 | . | -2 | -5 | -1 | 0 | .
52 | Cc1ccc(CC(=O)c2ccc(Cl)cc2)cc1 | 3 | 3 | 133* | ? | 0 | -8 | 0
53 | Cc1noc(/C=C/N(C)C)c1S(=O)(=O)N1CCCC(C(=O)NCc2ccco2)C1 (stereo not drawn) | 0 | -9 | 0 | -8 | -6 | . | 0
54 | O=C1/C(=C/c2coc3ccc(O)cc3c2=O)SC(=S)N1c1ccccc1 | 2 | -1 | 6 | 7 | -2 | 6 | -7
55 | Cc1ccc(-n2nc3c(c2NC(=O)c2ccc(Br)o2)CSC3)c(C)c1 | 0 | . | . | 4 | 2 | 2 | .

# Single records (already shown). Order of values: Cneo AK release, ERp5 inh, Statin myotox sup, esBAF inh, ARNT-TACC3 inh, miR122 inh, SIRT5 inh
# O=C1/C(=C/c2coc3ccc(O)cc3c2=O)SC(=S)N1c1ccccc1 reads 2, -1, 6, 7, -2, 6, -7
# Cc1noc(/C=C/N(C)C)c1S(=O)(=O)N1CCCC(C(=O)NCc2ccco2)C1 (stereo not drawn) reads 0, -9, 0, -8, -6, ., 0
